MazEF act: increases E. coli MazEF RNase cleavage of RNA; P0AE70; FAM/BHQ RNA-DNA oligo cleavage fluorescence, 5 h; activation, % at 20 µM; hit rate 0.32% among 350,000; AID 504720; in the data active = activation above about 50%
Target sequence (P0AE70 whole entry, looked up): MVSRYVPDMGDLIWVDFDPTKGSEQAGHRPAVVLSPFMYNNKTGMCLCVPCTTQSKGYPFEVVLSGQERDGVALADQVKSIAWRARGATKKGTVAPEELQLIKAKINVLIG
Vc quorum ag: quorum light induction in luxS cqsA deficient V. cholerae. V. cholerae BH1578 lux reporter, luminescence, 6 h. activation, % at 18.7 µM. hit rate 0.16% among 350,000. AID 588436; in the data active = activation mostly above about 9.7%, no sharp cut-off; note: not every result past the cut was called active; inactives centre near 0; reference of the scale not given here
BioA inh: BioA (M. tuberculosis) enzyme inhibition; purified M. tuberculosis BioA enzyme, plate reader; inhibition, % at 9.99 µM; hit rate 0.096% among 360,000; AID 602481; in the data active = inhibition above about 40%
Mtb UGM inh: inhibitors of M. tuberculosis UDP-galactopyranose mutase | AID 504406 | hit rate 0.06% among 320,000 | inhibition, % at 10 µM | purified UGM, fluorescence polarization probe displacement; in the data active = inhibition above about 10%, passing the limit was not always enough
Target sequence (P9WIQ1 whole entry, looked up): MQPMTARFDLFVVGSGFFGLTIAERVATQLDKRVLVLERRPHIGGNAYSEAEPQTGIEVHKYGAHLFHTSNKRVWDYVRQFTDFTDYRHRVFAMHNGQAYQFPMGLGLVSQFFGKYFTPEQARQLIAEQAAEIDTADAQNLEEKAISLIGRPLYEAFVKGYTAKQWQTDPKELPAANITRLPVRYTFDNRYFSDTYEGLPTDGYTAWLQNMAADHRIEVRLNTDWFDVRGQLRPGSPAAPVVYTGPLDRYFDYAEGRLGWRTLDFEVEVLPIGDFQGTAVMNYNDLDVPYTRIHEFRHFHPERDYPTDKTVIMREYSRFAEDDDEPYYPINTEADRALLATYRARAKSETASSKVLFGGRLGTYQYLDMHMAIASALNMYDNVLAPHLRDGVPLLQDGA
Rv3671c inh: inhibitors of M. tuberculosis serine protease Rv3671c. P9WHR9. inhibition, % at 5.96 µM. hit rate 0.048% among 320,000. AID 2606; in the data active = inhibition above about 38%;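 note: extracellular domain of Rv3671c used as enzyme; 0% = enzyme with DMSO and 100% = no enzyme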
Target sequence (P9WHR9 whole entry, looked up, the tested form may be a part): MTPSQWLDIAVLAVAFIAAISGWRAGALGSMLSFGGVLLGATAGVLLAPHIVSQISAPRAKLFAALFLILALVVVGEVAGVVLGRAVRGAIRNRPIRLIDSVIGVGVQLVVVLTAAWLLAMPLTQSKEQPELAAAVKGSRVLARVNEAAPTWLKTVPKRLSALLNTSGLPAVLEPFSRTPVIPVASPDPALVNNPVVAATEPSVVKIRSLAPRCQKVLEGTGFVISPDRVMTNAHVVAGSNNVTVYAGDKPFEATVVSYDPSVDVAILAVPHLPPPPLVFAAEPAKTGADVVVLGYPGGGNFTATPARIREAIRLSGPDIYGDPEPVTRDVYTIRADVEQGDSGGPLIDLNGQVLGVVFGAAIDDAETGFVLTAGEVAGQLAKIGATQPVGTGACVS
FBA Mtb inh: inhibits M. tuberculosis FBA enzyme; P9WQA3; purified M. tuberculosis FBA, fluorescence read-out; inhibition, % at 1 µM; hit rate 2.3% among 360,000; AID 588726; in the data active = inhibition above about 27%;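 note: 0% = vehicle and 100% = reference inhibitor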
VHR inh abs: inhibitors of human VHR1 phosphatase (DUSP3) | P51452 | recombinant VHR phosphatase, pNPP absorbance | inhibition, % at 13.3 µM | hit rate 0.52% among 290,000; in the data active = inhibition above about 50%; note: some compounds called inactive have numbers as strong as hits
GDH-TPI inh: inhibits GDH-TPI coupling enzymes, artifact for Mtb FBA screen | hit rate 1.2% among 360,000 | inhibition, % at 4.8 µM | GDH-TPI coupled enzyme counterscreen, NADH absorbance; in the data active = inhibition above about 30%;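 note: 0% = DMSO wells and 100% = wells lacking the enzyme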
PriA SSB inh: K. pneumoniae PriA-SSBct interaction inhibition; inhibition, % at 33 µM; AID 1272365; hit rate 0.6% among 430,000; AlphaScreen SSBct-PriA binding, biotinylated peptide; in the data active = inhibition mostly above about 37%, no sharp cut-off; inactive = mostly below about 20%;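 note: plate controls were negative control peptide for no effect and reference peptide for full effect; strong numbers were not always called active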
3CLpro inhibitor: SARS-CoV 3CLpro protease inhibition; P0C6X7; recombinant SARS-CoV 3CLpro, quenched FRET peptide cleavage; inhibition, % at 6 µM; hit rate 0.14% among 290,000; AID 1706; in the data active = inhibition above about 12%
The depositor's hits bear a star; i = inactive; . = no result given; + = active, no number; & = joins results of further samples. The list is partial. The share of hits here may be higher or lower than overall.

SMILES	MazEF act	Vc quorum ag	BioA inh	Mtb UGM inh	Rv3671c inh	FBA Mtb inh	VHR inh abs	GDH-TPI inh	PriA SSB inh	3CLpro inhibitor
CCOc1cccc2sc(N(CCCN(C)C)C(=O)c3ccc(S(=O)(=O)N(C)c4ccccc4)cc3)nc12	32	0.0	.	4.4	-12	6	6	-1	8	-4
COc1cccc(C(=O)NNC(=O)C2CC(C)=C(C)CC2C(=O)O)c1 (configuration not stated)	11	-3.6	0.7	-5.5	0	2	25	7	-6	-4
COC(=O)C1(CCSC)NC(c2ccccc2OC)C2C(=O)N(C)C(=O)C21 (configuration not stated)	-4	i	.	-0.3	-3	3	8	-4	-8	6
CCCCN(Cc1ccccc1)C1CCN(CCc2ccccc2)CC1	4	-6.8	.	0.3	-3	-2	3	5	-1	2
CC(c1ccccc1)n1c(Br)nc2c1c(=O)[nH]c(=O)n2C (configuration not stated)	-1	-1.4	-0.7	-1.9	1	0	-12	-1	-7	2
O=C(NCCc1c[nH]c2ccccc12)C1CCN(Cc2ccc(Br)cc2)CC1	-5	i	-1.9	4.3	-9	0	11	14	31	-5
CCOC(=O)CNC(=O)c1ccc2c(c1)OCCO2	6	-1.1	-1.7	0.4	11	5	15	-5	1	1
COc1ccc(-n2cnnc2SCC(=O)Nc2cccnc2Cl)cc1	5	0.3	.	-0.2	-11	2	9	0	-10	-3
C/C(=N\NC(=O)CNC(=O)C1COc2ccccc2O1)c1ccc(Cl)cc1 (configuration not stated)	2	i	.	-0.5	8	1	13	5	.	6
CC1CCCC12NC(=O)NC2=O (configuration not stated)	10	.	.	.	.	0	.	-2	-4	.
CCCOC(=O)CCn1c(=S)oc2ccccc21	2	-1.6	1.2	-0.4	-6	-1	5	9	-16	2
CN(CCC#N)C(=O)COC(=O)c1ccc(Cl)c(S(=O)(=O)N(C)c2ccccc2)c1	7	-0.3	.	2.6	-2	-3	5	-4	-16	6
CN1CCN(c2nc(-c3ccc(Cl)c(Cl)c3)nc3ccccc23)CC1	.	-0.6	-1.4	4.3	0	-1	-8	-5	.	1
CC(C)c1ccc(-n2nnnc2SCc2nc(N)nc(N)n2)cc1	.	-0.7	-1.4&-0.3	.	.	0	.	-14	.	.
CS(=O)(=O)N1CCCC(C(=O)Nc2ccc(F)c(F)c2)C1 (configuration not stated)	-1	i	3.5	-0.3	-2	0	.	-3	0	.
Cc1cccc(C(=O)Nc2ccccc2NC(=O)c2cccc(C)c2)c1	3	-0.8	1.3	2.2	.	0	17	5	-1	5
O=C1N(c2ccccc2)C(c2cccnc2)N2CCCN12 (configuration not stated)	-24	-0.4	.	0.4	5	-1	3	-6	7	5
Cc1ccc(-c2n[nH]c(=S)n2/N=C/c2sccc2C)cc1	4	-0.3	.	3.6	-11	-1	-8	14	.	3
CCCCCCCCCS(=O)(=O)N/N=C/c1cccc([N+](=O)[O-])c1	2	-0.9	.	0.6	-7	-5	9	8	.	1
O=C(CN1CCCC1=O)NC1CCCc2c1cnn2-c1cc(F)cc(F)c1 (configuration not stated)	-10	i	-0.4	-1.9	1	1	18	8	-6	3

Compound profiles, as listed above. Values in the order: MazEF act | Vc quorum ag | BioA inh | Mtb UGM inh | Rv3671c inh | FBA Mtb inh | VHR inh abs | GDH-TPI inh | PriA SSB inh | 3CLpro inhibitor
CN1CCN(c2nc(-c3ccc(Cl)c(Cl)c3)nc3ccccc23)CC1 is listed as . | -0.6 | -1.4 | 4.3 | 0 | -1 | -8 | -5 | . | 1
COc1cccc(C(=O)NNC(=O)C2CC(C)=C(C)CC2C(=O)O)c1 (configuration not stated) is listed as 11 | -3.6 | 0.7 | -5.5 | 0 | 2 | 25 | 7 | -6 | -4
O=C1N(c2ccccc2)C(c2cccnc2)N2CCCN12 (configuration not stated) is listed as -24 | -0.4 | . | 0.4 | 5 | -1 | 3 | -6 | 7 | 5
Cc1cccc(C(=O)Nc2ccccc2NC(=O)c2cccc(C)c2)c1 is listed as 3 | -0.8 | 1.3 | 2.2 | . | 0 | 17 | 5 | -1 | 5
CC(C)c1ccc(-n2nnnc2SCc2nc(N)nc(N)n2)cc1 is listed as . | -0.7 | -1.4&-0.3 | . | . | 0 | . | -14 | . | .

More structures.
SMILES	MazEF act	Vc quorum ag	BioA inh	Mtb UGM inh	Rv3671c inh	FBA Mtb inh	VHR inh abs	GDH-TPI inh	PriA SSB inh	3CLpro inhibitor
O=S1(=O)CCOC[C@H](c2ccccc2)N1Cc1cccc(F)c1	6	i	-0.5	4.6	-9	-2	5	7	-11	3
Cc1cccc(-n2ncc3c(N4CC(C)CC(C)C4)ncnc32)c1 (configuration not stated)	-2	-0.2	-1.3	-1.3	1	-1	15	7	-8	-5
CN1CCC(N(C)S(=O)(=O)c2ccc(NC(=O)c3cccc(C#N)c3)cc2)CC1	4	-2.1	-1.0	0.1	-6	3	.	6	1	.
COc1cc(Br)cc2cc(C(=O)OC3CCN(C)CC3)c(=O)oc12	6	-0.4	0.2	1.9	4	0	.	11	2	-1
O=C(CSc1nnc(SCc2ccc(Cl)cc2)s1)N/N=C/c1c[nH]c2ccccc12	64*	-0.1	.	4.5	2	1	.	14	.	-3
Cc1nc2c(-c3ccc(Cl)cc3)c(C)[nH]n2c(=O)c1Cc1ccccc1	-19	0.2	.	3.0	-4	39*	30	-2	-6	6
Cc1c2c(n3c(nc4ccccc43)c1C#N)N(CCN1CCOCC1)CC2	0	-0.7	.	1.7	-1	+	-9	10	1	4
CCOC(=O)C1=NOC(C(=O)NN(C)c2ncc(C(F)(F)F)cc2Cl)C1 (configuration not stated)	8	0.3	2.0	-1.9	4	3	17	-8	-3	-1
COc1ccc(C(=O)COc2cccc(NC(=O)c3ccco3)c2)cc1	12	-0.1	.	-2.2	-9	2	0	-1	-6	2
CC(=O)Nc1cc(NC(C)=O)c2nc(N)sc2c1	-4	3.6	-1.4	0.0	1	7	-1	-3	-6	1
Cc1cc(C)c(C(=O)COC(=O)Cn2cnnn2)cc1C	-5	-1.8	-0.8	2.1	-7	-2	4	2	-5	3
CSc1nc2nc3c(cc2c(=O)n1-c1cccc(C)c1)COC(C)(C)C3	0	0.5	-0.8	0.9	5	0	17	0	-11	1
CCN(CC)CC(=O)N1c2ccccc2Oc2c(c(=O)n(C)c(=O)n2C)C1c1cccc([N+](=O)[O-])c1 (configuration not stated)	2	-0.6	.	3.3	-3	1	17	5	0	3
CC(C)C(OC(=O)/C=C/c1ccc2c(c1)OCO2)C(=O)NC(N)=O (configuration not stated)	-2	3.3	-0.1	0.5	1	14	-18	41*	-11	0
O=C(CNCC1CCCCC1)Nc1ccccc1N1CCCCC1	-1	-0.4	.	1.7	-4	-6	32	-5	-34	-1
CCOC(=O)[C@@H]1[C@H]2COc3ccc(Br)cc3[C@@H]2N2C(=O)N(c3cccc(Cl)c3)C(=O)[C@]12C	3	i	-0.7	4.4	-24	1	.	3	-2	.
CCCC(c1nnnn1CS(=O)(=O)c1ccc(C)cc1)N1CCN(C2CCCC2)CC1 (configuration not stated)	1	-0.3	0.6	2.4	-4	1	-14	-5	-4	-6
Cn1c(=O)c2[nH]c(COc3ccccc3)nc2n(C)c1=O	-92	-4.3	-5.0	.	.	4	.	9	4	.
O=C(O)c1ccccc1/C=N/NC(=O)c1cc(-c2ccco2)nc2ccccc12	-2	-0.5	-0.9	-0.7	5	18	12	10	i	-1
O=C(NCCOCC(F)(F)C(F)F)c1cc(F)c(F)cc1Cl	2	-0.1	.	1.0	-4	-3	6	-12	-12	-10
CC1(OC(=O)CCc2ccccc2)C(=O)C=C2C=C(c3ccc(C#N)cc3)N(C3CC3)C=C2C1=O (configuration not stated)	-4	-0.4	-2.9	2.8	-12	5	15	20	13	.
CCN(CC)C(=O)c1ccccc1NC(=O)c1ccccc1SC	6	-0.2	.	0.8	-7	2	-8	-10	-7	-4
CCc1ccccc1NC(=O)c1cc(-c2ccc(OC)cc2)on1	-2	i	0.8	-0.9	-2	0	6	1	-17	0
COc1ccc(C(=O)NCC2COc3ccccc3O2)cc1S(=O)(=O)N1CCOCC1 (configuration not stated)	2	-0.1	16	-8.1	5	6	.	13	-3	.
C/C(=N/NC(=O)c1cc(C2CC2)[nH]n1)c1cccs1	1	i	3.7	-2.8	-5	-4	8	9	.	-4
COc1cc(/C=N/NC(=O)C(Cc2c[nH]c3ccccc23)NC(=O)OCc2ccccc2)cc([N+](=O)[O-])c1O (configuration not stated)	-2	-0.3	5.1	3.7	12	-10	24	36*	.	-1
CCOC(=O)C1(CCOc2ccccc2)CCN(Cc2cc(OC)c3c(c2)OCO3)CC1	-10	-8.7	-2.1	0.4	-2	1	4	0	4	-2
COc1ccc(-c2cc(OC)c3ccccc3n2)cc1	0	-0.4	7.5	-0.4	0	23	-2	9	-39	1
COC(=O)c1ccc(COc2cc([N+](=O)[O-])cc3cccnc23)o1	11	i	.	0.8	-1	-8	0	-5	18	5
Cc1ccc(C(=O)C(C)OC(=O)Cn2[nH]c(=O)c3ccccc3c2=O)cc1C (configuration not stated)	-2	-0.3	-1.0	-0.3	-5	0	10	2	-18	-3
CCOC(=O)/C=C/c1ccc2c(c1)S(=O)(=O)N(Cc1ccc(OC)cc1)[C@H]2CC(=O)OCC	-5	i	-0.6	-0.5	-12	2	.	9	-9	.
CN(C)CCCn1c(SCC(=O)Nc2nc(-c3cccc(Br)c3)cs2)nc2ccccc2c1=O	-35	i	-1.8	-0.4	0	5	-17	8	17	-2
O=C1N(Cc2cccnc2)C[C@@H]2C[C@@H](c3ccc(-c4ccccc4)cc3)N3CCC[C@@]123	-12	i	1.1	4.6	-15	-1	6	2	11	4
O=C(NC1CC2CCC1C2)C1COc2ccccc2O1 (configuration not stated)	5	2.8	-0.9	3.0	-6	-9	-9	8	-9	5
CCCn1c(CN2CCN(C(=O)c3ccco3)CC2)nc2c1c(=O)n(C)c(=O)n2C	5	-0.2	-0.5	-1.5	-1	2	11	3	-4	0
COC(=O)c1cc(OC)c(OC)cc1NC(=O)Nc1ccc(OC)cc1OC	17	5.0	0.6	4.6	-12	3	18	-4	-2	-1
O=C(O)c1ccccc1N1C(=O)c2cccc3cccc(c23)C1=O	-4	-0.6	-0.5	1.5	-2	-1	-7	12	4	3
O=C(COC(=O)C1CCN(c2ccc(C(F)(F)F)cn2)CC1)Nc1cc(F)ccc1F	3	i	.	1.1	0	3	.	4	-16	.
Cc1ccc2c(c1)N(CC(=O)NCc1ccco1)C(=O)CO2	5	11	-0.2	0.9	-3	-4	3	15	-1	4
O=C(COC(=O)Cn1ccc(=O)[nH]c1=O)Nc1ccc(F)cc1	-5	-3.8	0.2	4.7	-9	2	.	1	0	.
CCOC(=O)/C=C/C(=O)OCC(=O)Nc1cccc(Br)c1	4	-0.9	.	-0.9	5	15	9	8	5	-1
O=C(CN1C(=O)c2ccccc2S1(=O)=O)c1ccc(Cl)cc1Cl	-210	-0.3	-0.7	1.9	2	4	18	3	-2	4
O=C(Nc1cccc2nsnc12)c1ccc2c(c1)OCCO2	-9	-4.2	4.1	1.6	-4	5	10	4	-13	1
C=CCOC(=O)C1=C(C)NC(SCC(=O)OCC)=C(C#N)C1c1ccc(O)c(OC)c1 (configuration not stated)	-7	0.6	.	.	.	5	21	5	-4	4
CCc1cccc(C)c1NC(=O)CSc1nc(-c2ccccc2F)nc2nc[nH]c12	-25	0.0	.	1.4	-59	2	7	-7	-13	0
O=C(NN=C(c1ccccc1)c1ccccc1)C(CCl)C1CCCCC1 (configuration not stated)	4	i	-1.7	-1.1	2	-1	.	4	-12	.
C1CCN2C[C@@H]3C[C@@H](CN4CCCC[C@@H]34)[C@H]2C1	-2	i	-0.6	.	.	-1	.	-4	1	.
CC(C)(C)[C@H]1COC(=O)CC/C=C\C[C@@H](CC(=O)N(CCO)Cc2ccccc2)C(=O)N1	3	-1.2	-0.8	2.8	7	1	.	7	4	.
COc1ccc(C(O)P(=O)(O)CCc2ccccc2)cc1 (configuration not stated)	2	i	-0.1	3.2	4	4	29	-8	-20	-6
O=C(NS(=O)(=O)c1ccccc1)c1ccccc1	2	-0.7	-0.9	-0.8	2	1	10	2	-10	0

High-throughput results deposited in PubChem by several laboratories.
